High-throughput results as filed in PubChem.
hcDAF-12 act = H. contortus DAF-12 nuclear receptor activators, primary screen, cell-based, luminescence, HEK293, lit1-tk-luc reporter. HEK293 hcDAF-12 lit1-tk-luc reporter; 0% DMSO, 100% Δ7-dafachronic acid. activation, % at 6.8 µM. hit rate 1.4% among 370,000. AID 652067, 2013;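 active means activation above the mean of all tested compounds plus 3 SD, cut at about 5.5% in these data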;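 further: 100% = response to 3 µM Δ7-dafachronic acid high control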
DAX1 inh-1 = DAX1 (NR0B1) inhibitors on StAR promoter, primary screen, cell-based, luminescence, SF-1 (NR5A1), full-length DAX-1 | inhibition, % at 6.8 µM | HEK293T StAR-luciferase reporter, SF-1/DAX-1 repression relief | hit rate 1.1% among 370,000 | AID 652010, 2013;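 active means inhibition above the mean over all tested compounds plus 3 SD, cut at about 3.6% in these data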;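 further: 0% = DAX-1 cells with DMSO and 100% = cells lacking DAX-1 with DMSO; higher inhibition means more luminescence from relief of DAX-1 repression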
ssDAF-12 act = S. stercoralis DAF-12 nuclear receptor activators, primary screen, cell-based, luminescence, HEK293, GRIP1 co-expression, lit1-tk-luc; HEK293 ssDAF-12/GRIP1 lit1-tk-luc reporter; % of 3 µM dafachronic acid response; hit rate 1% among 370,000; Nuclear hormone receptor DAF-12 (Strongyloides stercoralis); AID 652126, 2013; activation, % at 6.8 µM;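 active means activation above the mean over all tested compounds plus 3 SD, cut at about 0.9% in these data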;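 further: 0% = DMSO-only wells and 100% = 3 µM delta7-dafachronic acid wells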
HGIII-sPLA2 inh = human group III sPLA2 inhibitors, primary screen, biochemical, QFRET, BODIPY PC-A2 liposome substrate; Group 3 secretory phospholipase A2 (Homo sapiens), Q9NZ20; QFRET BODIPY PC-A2 liposome hydrolysis, fluorescence; inhibition, % at 12.2 µM; hit rate 0.56% among 370,000;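 active means inhibition above mean plus 3 SD of compounds lying within the high and low control bounds, cut at about 19% in these data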;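 further: 0% = median of test compound wells and 100% = no enzyme DMSO wells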
Target sequence (Q9NZ20 whole entry, looked up): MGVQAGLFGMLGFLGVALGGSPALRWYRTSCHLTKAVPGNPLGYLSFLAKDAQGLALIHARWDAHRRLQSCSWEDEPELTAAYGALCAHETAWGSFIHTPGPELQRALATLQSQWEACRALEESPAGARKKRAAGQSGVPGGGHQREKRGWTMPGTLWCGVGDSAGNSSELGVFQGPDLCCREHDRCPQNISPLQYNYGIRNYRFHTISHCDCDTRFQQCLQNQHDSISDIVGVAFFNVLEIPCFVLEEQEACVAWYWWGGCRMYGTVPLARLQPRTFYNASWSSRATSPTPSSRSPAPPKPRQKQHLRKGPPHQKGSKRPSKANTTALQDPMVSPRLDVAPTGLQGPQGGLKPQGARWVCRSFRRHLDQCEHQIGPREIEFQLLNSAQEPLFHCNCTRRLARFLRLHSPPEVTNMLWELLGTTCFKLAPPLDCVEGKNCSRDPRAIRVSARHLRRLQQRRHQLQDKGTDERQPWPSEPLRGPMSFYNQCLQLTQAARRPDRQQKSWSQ
DAX1 inh-2 = DAX1 (NR0B1) inhibitors, primary screen, cell-based, HEK293, Gal4-DAX1, luciferase luminescence; Nuclear receptor subfamily 0 group B member 1 (Homo sapiens), P51843; HEK293 Gal4-DAX1 luciferase reporter; inhibition, % at 6.75 µM; hit rate 0.99% among 340,000; AID 504766, 2011;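 active means inhibition above the mean over all tested compounds plus 3 SD, cut at about 4.2% in these data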;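 further: 0% = DAX1-transfected cells with DMSO and 100% = empty-vector control cells with DMSO; inhibition shows as a rise in luminescence from relieved DAX1 repression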
Target sequence (P51843 207-470 limits assumed): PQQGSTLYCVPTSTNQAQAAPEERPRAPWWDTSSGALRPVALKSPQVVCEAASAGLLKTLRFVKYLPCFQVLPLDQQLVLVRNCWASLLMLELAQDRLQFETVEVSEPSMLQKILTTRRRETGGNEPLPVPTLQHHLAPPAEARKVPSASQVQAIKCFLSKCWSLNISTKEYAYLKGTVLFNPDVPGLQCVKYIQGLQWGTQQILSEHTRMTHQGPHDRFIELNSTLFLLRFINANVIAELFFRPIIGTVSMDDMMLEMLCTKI
NR1D1 modulator = modulators of Rev-erb alpha DNA binding, primary screen, biochemical, FITC-DNA, fluorescence polarization, uHTS; activity, % at 10 µM; AID 1259318, 2017; Nuclear receptor subfamily 1 group D member 1 (Homo sapiens), P20393; Rev-erbα–FITC-DNA binding, 90 min; hit rate 0.79% among 370,000;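 active means activity above about 14%, limit read from the data; passing the limit was not always enough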;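 further: 0% = DMSO wells with 35 nM protein and 100% = DMSO wells with 750 nM protein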
PLC-beta3 inh = human PLC-beta3 inhibitors, primary screen, biochemical, fluorescence; 1-phosphatidylinositol 4,5-bisphosphate phosphodiesterase beta-3 (Homo sapiens), Q01970; Purified PLC-beta3, fluorogenic substrate; inhibition, % at 12.2 µM; hit rate 0.18% among 370,000; in the data active means inhibition above about 11%;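 further: 0% = median of compound wells on plate and 100% = full blocker control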
hgDAF12 agonist = H. glycines DAF-12 receptor agonists, primary screen, cell-based, luminescence, HEK293, GAL4 fusion, UAS-luciferase | HEK293 GAL4-hgDAF12 UAS-luciferase reporter, agonist luminescence; normalized to butyrate control | activation, % at 6.8 µM | hit rate 1.8% among 370,000 | AID 687014, 2013;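 active means activation above a cutoff set at the mean of all screened compounds plus 3 SD, cut at about 10% in these data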;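 further: 0% = DMSO wells and 100% = sodium butyrate wells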
FXN GAA850 act = FXN promoter activators, primary screen, cell-based, luciferase luminescence, HEK293 lucGAA850 | HEK293 lucGAA850 FXN promoter luciferase reporter, 24 h; percent of 10 µM SAHA response | activation, % at 6 µM | hit rate 0.56% among 360,000;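 active means activation above the average of all compounds screened plus 3 SD, cutoff fixed separately per campaign, cut at about 7.5% in these data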;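 further: 0% = DMSO wells and 100% = 10 µM SAHA wells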
PG9 Ab binder = binders of HIV-1 gp120 antibody PG9, primary screen, biochemical, TR-FRET | TR-FRET gp120-PG9 antibody binding | hit rate 0.43% among 360,000 | inhibition, % at 6.7 µM | AID 624416, 2012; in the data active means inhibition above about 8.5%
SMARCA2 act = SMARCA2 (BRM) function activators, primary screen, cell-based, luminescence, high throughput. MG213 cells, MMTV-luciferase reporter, dexamethasone, overnight. activation, % at 9.1 µM. hit rate 1% among 370,000; in the data active means activation above about 7.8%;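 further: 0% = vehicle wells and 100% = reference activator wells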
* marks the source's active call; other numbers are inactive results; i = inactive; . = no result given.

Below each compound – hcDAF-12 act, DAX1 inh-1, ssDAF-12 act, HGIII-sPLA2 inh, DAX1 inh-2, NR1D1 modulator, PLC-beta3 inh, hgDAF12 agonist, FXN GAA850 act, PG9 Ab binder, SMARCA2 act
[1] CCOC(=O)CC(=O)Nc1cc2ccc(OC)c(OC)c2cc1C(=O)OCC
  -1.2, 0.7, -1.0, -27, 1.1, 1, i, -0.1, -1.3, -0.1, -5
[2] C#CCNC(=O)C[C@H]1C[C@@]2(C(=O)OC)C(=C[C@H](C(C)C)O[C@@H]2C2CC2)N(CCCCCCCC)C1=O
  -2.9, -1.8, -1.1, -1, ., 2, 5, 14*, ., ., -2
[3] CCOc1ccc(-c2nn(-c3ccccc3)cc2/C=C2\SC(=S)N(Cc3ccco3)C2=O)cc1
  -0.2, 0.4, -1.2, -1, 3.1, -6, -5, 0.3, 3.1, -1.0, 0
[4] Cc1c(Br)c([N+](=O)[O-])nn1CC(=O)Nc1sc2c(c1C(=O)OC(C)C)CCC(C)C2 (stereo unspecified)
  0.2, 0.1, -0.4, 0, 1.3, 1, 4, -0.1, -1.0, 0.2, -2
[5] CCCOc1ccc(N2C(=O)CC(N(Cc3ccccc3)N=O)C2=O)cc1 (stereo unspecified)
  -0.1, -0.6, -1.2, 0, ., -4, -7, 0.6, 0.1, -0.8, -3
[6] C#CCOCCOCCOCCNc1nc(N2CCN(C(=O)[C@H]([C@@H](C)CC)n3cc([C@@H](N)Cc4ccc(O)cc4)nn3)CC2)nc(N2CCN(C(=O)[C@H]([C@@H](C)CC)n3cc([C@@H](N)CC(C)C)nn3)CC2)n1
  0.4, 0.5, -1.4, -15, 0.1, 0, 5, 0.9, 1.5, -0.6, 2
[7] CC1(C)CC(=O)c2c(O)cc(O)cc2O1
  -1.8, 1.9, -0.6, 8, 0.8, -4, 3, -1.6, -2.0, -0.3, -3
[8] CC(C)c1cc(C(C)C)c(S(=O)(=O)N2CCNCC2)c(C(C)C)c1
  -0.1, 0.0, -1.7, -10, 0.8, 0, -3, 0.6, -2.1, -0.6, -1
[9] C=C1CSc2nc3ccccc3c(=O)n21
  -2.3, 0.2, -1.0, 6, -0.5, 4, -52, 0.6, 0.6, -0.8, 1
[10] O=C(CN1CCN(S(=O)(=O)N2CCOCC2)CC1)Nc1cc(Cl)cc(Cl)c1
  -0.8, -0.8, -0.8, -6, -1.5, 1, -10, -2.6, -1.2, -1.4, -3

Next part.
Below each compound – hcDAF-12 act, DAX1 inh-1, ssDAF-12 act, HGIII-sPLA2 inh, DAX1 inh-2, NR1D1 modulator, PLC-beta3 inh, hgDAF12 agonist, FXN GAA850 act, PG9 Ab binder, SMARCA2 act
[11] CCN(CC(=O)NCc1cccs1)S(=O)(=O)c1ccc(F)cc1
  -1.5, -0.5, -1.5, -4, 0.9, -7, 1, -1.6, 0.8, 0.4, -2
[12] Fc1ccc(-c2nn3c(C4COc5ccccc5O4)nnc3s2)cc1 (stereo unspecified)
  -0.1, 0.5, -1.0, -2, -1.6, -2, -2, 1.7, 3.4, 0.2, 5
[13] CCCCOc1ccccc1-c1ccccc1CN1[C@@H](C(C)C)COCCS1(=O)=O
  -1.8, -0.6, -1.0, -11, -1.5, 9, -3, -1.0, 0.9, -0.8, 0
[14] O=C(NC1CCCc2ccccc21)C1CCN(S(=O)(=O)N2CCCCCC2)CC1 (stereo unspecified)
  -1.1, -1.6, -1.5, -2, 0.0, 2, 3, 0.0, -1.7, -2.0, -2
[15] O=C(Nc1cccc(NC(=O)c2cccc(F)c2)n1)c1cccc(F)c1
  -2.2, -0.2, -0.9, -5, -2.0, -7, -5, -1.1, 1.3, -0.8, 0
[16] CCCc1ccc2oc(C(=O)N(Cc3ccncc3)CC3CCCO3)c(C)c2c1 (stereo unspecified)
  -1.6, -3.3, -1.0, -10, -0.1, 7, -4, 0.6, 0.0, -0.2, -3
[17] CCOC(=O)c1cccc(NC(=O)CC2Oc3ccccc3NC2=O)c1 (stereo unspecified)
  -0.8, -0.7, -1.2, -11, -1.1, 1, -6, -0.5, -0.7, 0.3, -4
[18] COc1ccc(NC(=O)CSc2nnc(CN3CCOCC3)n2-c2ccccc2)cc1Cl
  -1.7, -0.3, -1.2, -5, -1.6, -3, 2, -1.8, -2.7, -2.2, 1
[19] O=C(NCc1nc2ccccc2[nH]1)c1cccc(S(=O)(=O)N2CCOCC2)c1
  0.8, -0.2, -0.9, 4, -0.5, -1, -5, -1.9, -2.7, -2.0, -3
[20] FC(F)(F)c1cc(Cl)c2nc(-c3ccccc3)c(Cc3cccc(Cl)c3)n2c1
  1.6, 1.2, 0.6, -5, ., 2, 1, -0.7, ., -3.3, -1

Other records follow.
Below each compound – hcDAF-12 act, DAX1 inh-1, ssDAF-12 act, HGIII-sPLA2 inh, DAX1 inh-2, NR1D1 modulator, PLC-beta3 inh, hgDAF12 agonist, FXN GAA850 act, PG9 Ab binder, SMARCA2 act
[21] Cn1cc(CNC(=O)C2CCC(=O)N(Cc3ccccc3F)C2)cn1 (stereo unspecified)
  1.3, 1.1, 0.2, 5, 0.9, 1, 1, -1.0, 0.7, -2.6, -1
[22] CN1CCN(c2cc(=O)n(-c3ccc(Cl)cc3)c(=O)[nH]2)CC1
  -0.8, 0.1, -1.1, 1, 0.0, -10, -2, 1.1, -1.6, -0.3, 0
[23] Cc1ccc(OCCOCCN2CCCC2)c(Br)c1
  -1.9, -0.1, -0.8, 0, 1.0, -6, -3, 4.3, 0.9, -1.0, -3
[24] COc1cc(C(C)=O)ccc1Oc1cnccn1
  -0.6, 1.0, -1.1, 0, 1.1, 0, -7, -1.4, 2.0, 0.5, -2
[25] O=C(CSc1nc2c([nH]c3ccccc32)c(=O)n1-c1ccc(F)cc1)NCc1ccco1
  4.5, -0.7, 0.3, -4, 1.2, 2, -9, -0.4, -5.4, -0.1, -1
[26] CC(C)CC(=O)c1c[nH]c(C(=O)NCc2ccc(F)cc2)c1
  -3.2, -0.3, -1.7, -6, 3.7, -7, -1, 1.3, 0.2, 2.4, -3
[27] Oc1c(CN2CCOCC2)ccc(CN2CCOCC2)c1O
  -0.7, 0.5, -1.2, -1, 0.7, -4, -16, 2.5, 2.5, 1.8, -1
[28] CC(=O)N(C)c1ccc(OCC(O)Cn2c(C)nc3ccccc32)cc1 (stereo unspecified)
  -2.5, -3.9, -2.5, 6, -1.9, -2, 0, -1.0, -1.8, -0.6, -1
[29] O=C(Cc1ccc(Br)cc1)NNC(=O)Nc1ccc(Cl)cc1
  1.0, -0.2, -1.2, -8, -0.3, -3, 0, -4.6, 2.9, 0.8, -4
[30] Cc1nn(-c2ccccc2)c2[nH]c(=O)cc(C(F)F)c12
  0.8, -0.6, 0.6, -2, 0.5, 1, -13, -0.9, 2.6, -1.6, -1

Further records follow.
Below each compound – hcDAF-12 act, DAX1 inh-1, ssDAF-12 act, HGIII-sPLA2 inh, DAX1 inh-2, NR1D1 modulator, PLC-beta3 inh, hgDAF12 agonist, FXN GAA850 act, PG9 Ab binder, SMARCA2 act
[31] C#CCOCCOCCOCCNc1nc(N2CCN(C(=O)[C@H]([C@@H](C)CC)n3cc(CCC(=O)O)nn3)CC2)nc(N2CCN(C(=O)[C@H](CCCCN)n3cc(CCCC)nn3)CC2)n1
  -0.9, -0.1, -1.1, 2, -0.3, -1, 1, -0.2, -0.2, -1.0, 2
[32] COc1ccc(N2C(=O)CC(Cc3ccccc3)C2=O)cc1 (stereo unspecified)
  -2.5, -0.1, -0.8, -3, -0.7, -1, 3, 0.4, -0.9, -0.7, 1
[33] O=C(O)c1ccccc1C(=O)OCc1ccccc1
  -1.2, 0.4, -0.9, 4, -0.5, -4, 3, -0.9, 0.2, -2.2, 0
[34] CC(C)COc1cccc(-c2cc(C(=O)N/N=C/c3ccncc3)c3ccccc3n2)c1
  2.5, 0.3, -1.2, 2, 0.9, -3, -9, 1.1, -4.9, -1.8, 2
[35] CC(=O)Nc1ccc(S(=O)(=O)Oc2cccc(N3C(=O)C4CCCCC4C3=O)c2)cc1 (stereo unspecified)
  -1.8, -0.2, -1.4, -8, 2.2, -3, 4, -2.2, 0.6, -0.9, -5
[36] Cc1ccc(-c2cc(Cc3cccs3)c(=O)[nH]n2)cc1
  -1.2, -1.0, -1.2, -14, -1.5, -4, -4, 1.3, 2.0, -0.8, 2
[37] Cc1cccc(NC(=O)c2ccc(S(=O)(=O)N3CCCCCC3)cc2)n1
  -2.0, -1.2, 0.0, -1, -2.8, -1, -1, -0.5, 1.4, -0.2, -2
[38] Cc1onc(-c2c(Cl)cccc2Cl)c1C(=O)N(C)Cc1ccccc1
  -0.7, -0.2, -0.3, 8, -1.0, 3, -6, -3.3, 0.6, -2.8, -2
[39] FC(F)Oc1ccc(NC(=S)Nc2ccc3cn[nH]c3c2)cc1
  1.8, -1.2, -0.8, 6, 0.6, 0, -12, -0.8, 0.4, -2.6, -2
[40] O=C1c2ccccc2C(=O)N1CCCn1ccnc1
  2.0, 0.0, -0.5, 1, 0.2, 8, -5, 0.7, 2.0, -0.6, 0
[41] CCn1nc(C)cc1C(=O)Sc1ccc(C)cc1
  -1.1, -0.2, 0.1, -2, 2.1, -4, -4, 1.5, 1.9, -0.7, 4

Limited to HGIII-sPLA2 inh and FXN GAA850 act, for 3 of the compounds above:
cpd	SMILES	HGIII-sPLA2 inh	FXN GAA850 act
32	COc1ccc(N2C(=O)CC(Cc3ccccc3)C2=O)cc1 (stereo unspecified)	-3	-0.9
33	O=C(O)c1ccccc1C(=O)OCc1ccccc1	4	0.2
34	CC(C)COc1cccc(-c2cc(C(=O)N/N=C/c3ccncc3)c3ccccc3n2)c1	2	-4.9
